# Screening results from PubChem BioAssay.
# NR2F2 inh = NR2F2 transcriptional activity inhibitors, primary screen, cell-based, luciferase reporter, HEK293T, luminescence; COUP transcription factor 2 (Homo sapiens), P24468; HEK293T NGFI-A luciferase reporter; inhibition, % at 8.6 µM; 370,000 tested, 0.7% active; AID 686940, 2013;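 active = inhibition above a per-plate cutoff, mean inhibition of test wells between control levels plus 3 SD, cut at about 38% in these data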;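 note: cells cotransfected with COUP-TFII expression vector driving the NGFI-A reporter; 0% = median of COUP-TF2 test wells and 100% = reporter-only cells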
# Target sequence (P24468 whole entry, looked up): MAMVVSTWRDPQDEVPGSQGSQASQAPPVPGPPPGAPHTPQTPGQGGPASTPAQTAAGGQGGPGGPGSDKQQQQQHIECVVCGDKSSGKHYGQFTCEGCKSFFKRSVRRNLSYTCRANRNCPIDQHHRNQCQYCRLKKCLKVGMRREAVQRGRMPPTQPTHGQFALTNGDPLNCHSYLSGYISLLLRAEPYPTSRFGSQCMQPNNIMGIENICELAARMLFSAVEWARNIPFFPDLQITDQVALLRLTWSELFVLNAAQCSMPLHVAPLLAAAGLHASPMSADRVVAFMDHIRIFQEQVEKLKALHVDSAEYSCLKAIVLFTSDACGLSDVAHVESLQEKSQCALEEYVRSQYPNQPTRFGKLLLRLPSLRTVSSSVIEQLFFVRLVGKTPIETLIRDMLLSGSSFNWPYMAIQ
# TROY NFkB inh = inhibitors of TROY-driven NF-kB signaling, primary screen, Q293 LMP1-TROYcd cells, NF-kB luciferase, uHTS; Q293 LMP1-TROYcd NF-kB luciferase reporter, 4 h; AID 1347056, 2019; 360,000 tested, 0.98% active; inhibition, % at 10 µM;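 active = compounds whose plate-normalised and pattern-corrected inhibition of the luciferase reporter signal at the single screening dose is 50% or more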
# NR5A2 inv ag = LRH-1 (NR5A2) inverse agonists, primary screen, cell-based, luminescence, HEK293T, StAR-luciferase reporter | AID 602396, 2012 | Nuclear receptor subfamily 5 group A member 2 (Homo sapiens), O00482 | LRH-1 transfected, 24 h | inhibition, % at 3.6 µM | 360,000 tested, 0.13% active;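 active = inhibition above the mean inhibition of all tested compounds plus 3 SD, cut at about 73% in these data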;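 note: 0% = DMSO wells and 100% = reporter-only cells lacking LRH-1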
# Target sequence (O00482 whole entry, looked up): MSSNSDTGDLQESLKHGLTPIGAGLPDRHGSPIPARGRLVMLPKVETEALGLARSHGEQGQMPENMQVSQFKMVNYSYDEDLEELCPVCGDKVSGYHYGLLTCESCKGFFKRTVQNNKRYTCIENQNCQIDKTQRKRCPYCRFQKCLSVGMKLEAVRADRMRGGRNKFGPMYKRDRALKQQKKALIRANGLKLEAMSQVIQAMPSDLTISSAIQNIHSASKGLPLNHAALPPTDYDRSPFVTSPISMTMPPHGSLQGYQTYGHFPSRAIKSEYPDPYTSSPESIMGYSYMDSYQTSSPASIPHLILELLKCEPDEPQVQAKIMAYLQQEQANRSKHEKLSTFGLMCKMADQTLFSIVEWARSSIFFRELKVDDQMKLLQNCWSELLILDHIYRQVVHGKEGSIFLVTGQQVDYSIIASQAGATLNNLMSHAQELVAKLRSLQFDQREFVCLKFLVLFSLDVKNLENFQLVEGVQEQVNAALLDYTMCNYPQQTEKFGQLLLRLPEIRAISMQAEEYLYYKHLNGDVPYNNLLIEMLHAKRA
# TWEAK Fn14 block = inhibitors of TWEAK-Fn14 signaling, primary screen, luciferase reporter cells, uHTS | TWEAK-stimulated Fn14 reporter cells, luciferase luminescence, 8 h | inhibition, % at 10 µM | 360,000 tested, 2% active | AID 1159606, 2016; in the data active = inhibition above about 50%
# LMP1 NFkB inh = EBV LMP1-driven NF-kappaB luciferase reporter inhibitors, primary screen, cell-based, luminescence, single point; LMP1-induced NF-kappaB luciferase reporter cells; inhibition, % at 12.5 µM; 350,000 tested, 0.69% active; AID 504558, 2011; in the data active = inhibition above about 41%;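 note: 0% = neutral control wells and 100% = reference inhibitor control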
# TRAIL sens C8 = viability loss with TRAIL in NB7+C8 cells, primary screen, TRAIL sensitizer project, cell-based, ATPlite luminescence. inhibition (viability loss, TRAIL sensitization), % at 10 µM. 360,000 tested, 1% active. AID 624354, 2012;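 active = compounds causing at least 50% loss of cell viability in the single-dose screen, relative to plate controls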
# SRC3 inh = SRC3 coactivator transcriptional activity inhibitors, primary screen, cell-based, luminescence; inhibition, % at 3.6 µM; Nuclear receptor coactivator 3 (Homo sapiens), Q9Y6Q9; 360,000 tested, 0.17% active; HEK293 GAL4-SRC3 luciferase reporter; AID 588352, 2011;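 active = inhibition above a per-campaign cutoff, the mean of all compounds plus 3 SD, cut at about 60% in these data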;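 note: 0% = DMSO-treated cells and 100% = gossypol-treated cells at 36 µM; higher means less SRC3-driven luciferase light from the GAL4 reporter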
# SRC1 inh = SRC1 coactivator transcriptional activity inhibitors, primary screen, cell-based, luminescence | HEK293 GAL4-SRC1 luciferase reporter | inhibition, % at 3.6 µM | 360,000 tested, 0.12% active;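 active = inhibition above the campaign mean plus 3 SD, with each screening campaign given its own cutoff, cut at about 60% in these data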;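 note: 0% = DMSO treated cells and 100% = gossypol at 36 µM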
# TLR9-MyD88 inh = inhibitors of TLR9-MyD88 association in cells, primary screen, cell-based, CHO, BLA complementation, fluorescence; inhibition, % at 4.98 µM; 340,000 tested, 0.21% active; AID 504734, 2011; CCF4 FRET ratio;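 active = inhibition above the mean over all tested compounds plus 3 SD, cut at about 21% in these data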;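 note: 0% = DMSO only wells and 100% = clavulanate BLA inhibitor control wells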
# NCOA2 inhibitor = inhibition of GAL4-SRC2 driven luciferase reporter, primary screen, SRC2 inhibitor project, cell-based, luminescence; Nuclear receptor coactivator 2 (Homo sapiens), Q15596; HEK293 GAL4-SRC2 luciferase reporter; inhibition, % at 9 µM; 370,000 tested, 0.17% active; AID 651957, 2012;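 active = inhibition above the mean inhibition of all tested compounds plus 3 SD, set per campaign, cut at about 52% in these data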;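 note: 0% = DMSO treated cells and 100% = cells given Gossypol at 36 µM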
# NOD2-RIPK2 inh = NOD2-RIPK2 binding disruptors in cells, primary screen, fluorescence, CHO cells, BLA complementation; 360,000 tested, 0.38% active; inhibition, % at 4.98 µM; Receptor-interacting serine/threonine-protein kinase 2 (Homo sapiens), O43353; CCF4 ratio; AID 624267, 2012; in the data active = inhibition above about 21%;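 note: 0% = vehicle only and 100% = reference blocker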
# Starred values were filed as active, the others as inactive; . = no result given.
SMILES,NR2F2 inh,TROY NFkB inh,NR5A2 inv ag,TWEAK Fn14 block,LMP1 NFkB inh,TRAIL sens C8,SRC3 inh,SRC1 inh,TLR9-MyD88 inh,NCOA2 inhibitor,NOD2-RIPK2 inh
COC(=O)C1C2CC3c4[nH]c5cc(OC)ccc5c4CCN3CC2CC(OC(=O)CC(C)=O)C1OC (stereo unspecified),0,4,-7,4,4,-10,-18,-2,5,9,0
CC12C(=O)N(Cc3ccco3)C(=O)C1C1c3ccccc3C2c2ccccc21 (stereo unspecified),4,21,14,13,-3,24,-1,2,3,2,-4
COc1cc(NC(=O)c2cccs2)c(OC)cc1NC(=O)Cc1ccccc1,-4,-13,-31,8,-3,-4,-21,1,-5,4,3
O=C(NS(=O)(=O)c1ccccc1)c1ccccc1O,-17,-8,-6,10,1,0,6,-12,-11,14,-7
CC1(c2ccccc2)NC(=O)N(CC(=O)N2CCOCC2)C1=O (stereo unspecified),1,-1,11,13,7,-10,10,4,5,5,8
CC(C)n1c(O)c(N=NC(=O)Cc2csc(N3CCOCC3)n2)c2ccccc21,10,-5,-6,36,8,-4,-4,6,7,5,-8
Cc1cccc(-n2nc3c(c2NC(=O)c2ccc4c(c2)OCO4)CS(=O)(=O)C3)c1C,-14,3,3,-7,6,-9,2,-2,-9,-9,6
O=C(O)[C@H]1CCCC[C@H]1C(=O)NCCNC(=O)[C@@H]1CCCC[C@@H]1C(=O)O,0,2,-7,-8,-2,-9,5,11,-3,6,-4
COc1cnc(-c2cccc(C(F)(F)F)c2)nc1OC,6,-5,-24,-15,-6,0,11,-14,-1,-26,-3
COc1ccc(C(c2nnnn2Cc2ccccc2)N2CCN(C(=O)c3ccco3)CC2)cc1OC (stereo unspecified),7,-7,0,9,-4,-1,25,-21,-8,-4,5
CCC/C(=N\NC(=O)Cc1csc(N2CCOCC2)n1)c1ccccc1,10,-17,-4,-21,6,5,26,2,-9,-11,-8
Cc1ccc(NC(=O)COC(=O)c2c(-c3ccccc3)noc2C)c(C)c1,-19,16,-1,-4,6,-6,8,5,-5,-7,-5
COCC1CCN(Cc2cn[nH]c2-c2ccc(OC)c(F)c2)C1 (stereo unspecified),-4,-1,3,-7,-7,16,13,7,-2,-26,5
COc1ccc([C@H]2CC(=O)C[C@@H](CCn3cc(CC4CCCC4)nn3)O2)cc1,5,-1,12,7,.,6,.,.,.,8,-2
CN(C)CCNC(=O)c1ccc(-c2cn3c(-c4ccc(Oc5ccccc5)cc4)cnc3cn2)cc1,-3,-1,-8,-67,.,27,0,-2,.,-9,-2
CC1CCN(Cc2nnnn2-c2ccc(Cl)cc2)CC1,11,-2,25,-11,-2,2,11,5,-5,2,-1
CCOC(=O)C1=C(C)NC2=C(C(=O)CCC2)C1c1cccnc1 (stereo unspecified),-21,5,7,-24,8,-13,9,-18,-7,-6,-6
COC(=O)c1cc(NC(=O)c2cc(C)oc2C)cc(C(=O)OC)c1,-10,-15,1,2,6,-7,6,-26,0,-6,-5
CN1OC[C@@H]2CN(Cc3ccccc3)[C@H](c3cccc(-c4ccccc4)c3)C[C@@H]21,3,0,24,-9,-8,10,19,16,3,-19,11
O=C1/C(=C\c2ccccc2)CCC/C1=C/c1ccccc1,2,-15,1,13,-26,16,1,4,-6,-31,-2

# For convenience, some entries already given:
SMILES,NR2F2 inh,TROY NFkB inh,NR5A2 inv ag,TWEAK Fn14 block,LMP1 NFkB inh,TRAIL sens C8,SRC3 inh,SRC1 inh,TLR9-MyD88 inh,NCOA2 inhibitor,NOD2-RIPK2 inh
Cc1cccc(-n2nc3c(c2NC(=O)c2ccc4c(c2)OCO4)CS(=O)(=O)C3)c1C,-14,3,3,-7,6,-9,2,-2,-9,-9,6
O=C(O)[C@H]1CCCC[C@H]1C(=O)NCCNC(=O)[C@@H]1CCCC[C@@H]1C(=O)O,0,2,-7,-8,-2,-9,5,11,-3,6,-4
COc1cnc(-c2cccc(C(F)(F)F)c2)nc1OC,6,-5,-24,-15,-6,0,11,-14,-1,-26,-3
COc1ccc(C(c2nnnn2Cc2ccccc2)N2CCN(C(=O)c3ccco3)CC2)cc1OC (stereo unspecified),7,-7,0,9,-4,-1,25,-21,-8,-4,5
CCC/C(=N\NC(=O)Cc1csc(N2CCOCC2)n1)c1ccccc1,10,-17,-4,-21,6,5,26,2,-9,-11,-8
Cc1ccc(NC(=O)COC(=O)c2c(-c3ccccc3)noc2C)c(C)c1,-19,16,-1,-4,6,-6,8,5,-5,-7,-5
COCC1CCN(Cc2cn[nH]c2-c2ccc(OC)c(F)c2)C1 (stereo unspecified),-4,-1,3,-7,-7,16,13,7,-2,-26,5
COc1ccc([C@H]2CC(=O)C[C@@H](CCn3cc(CC4CCCC4)nn3)O2)cc1,5,-1,12,7,.,6,.,.,.,8,-2
CN(C)CCNC(=O)c1ccc(-c2cn3c(-c4ccc(Oc5ccccc5)cc4)cnc3cn2)cc1,-3,-1,-8,-67,.,27,0,-2,.,-9,-2
CC1CCN(Cc2nnnn2-c2ccc(Cl)cc2)CC1,11,-2,25,-11,-2,2,11,5,-5,2,-1
CCOC(=O)C1=C(C)NC2=C(C(=O)CCC2)C1c1cccnc1 (stereo unspecified),-21,5,7,-24,8,-13,9,-18,-7,-6,-6
COC(=O)c1cc(NC(=O)c2cc(C)oc2C)cc(C(=O)OC)c1,-10,-15,1,2,6,-7,6,-26,0,-6,-5
CN1OC[C@@H]2CN(Cc3ccccc3)[C@H](c3cccc(-c4ccccc4)c3)C[C@@H]21,3,0,24,-9,-8,10,19,16,3,-19,11
O=C1/C(=C\c2ccccc2)CCC/C1=C/c1ccccc1,2,-15,1,13,-26,16,1,4,-6,-31,-2

# The list continues.
SMILES,NR2F2 inh,TROY NFkB inh,NR5A2 inv ag,TWEAK Fn14 block,LMP1 NFkB inh,TRAIL sens C8,SRC3 inh,SRC1 inh,TLR9-MyD88 inh,NCOA2 inhibitor,NOD2-RIPK2 inh
COCCn1c(C)cc(/C=C(\C#N)C(=O)OCC(=O)N(C)c2c(N)n(Cc3ccccc3)c(=O)[nH]c2=O)c1C,-4,-3,3,19,-2,-1,6,-4,2,-8,-6
Nc1ccccc1SC1CC(=O)N(c2ccccc2Cl)C1=O (stereo unspecified),31,-1,-17,14,47*,0,-14,3,5,-9,10
COCCn1nnnc1CN(Cc1cc2cc(OC)c(OC)cc2[nH]c1=O)C1CCCC1,-1,-3,-16,7,-2,-21,1,-19,10,11,4
O=C(c1cc(Cl)cc(Cl)c1)N1CCC(=O)N([C@H](COCc2ccccc2)Cc2ccccc2)CC1,-1,4,-15,14,.,18,.,.,.,4,-8
Nc1nccc(-c2cc(-c3ccc(Cl)cc3Cl)no2)n1,-59,26,-122,78*,-6,69*,-77,-52,4,-37,-9
Cc1cc(OCCn2ccnc2)cc(C(C)C)c1,14,-3,-11,2,1,7,16,9,-1,6,-3
COc1cccc2c1cc1c(=O)n(CC(=O)NC3CCCCC3)nc(C)n12,.,-25,-1,-3,-4,-14,-2,-7,11,.,-3
CC(=O)c1cccc(NC(=O)C2CCN(C(=O)c3ccccc3Cl)CC2)c1,9,2,1,-5,0,7,12,-20,5,8,-6
CCOc1ccc(NC2=CC(=O)CCC2)cc1,-5,-28,-16,-26,-1,0,0,-13,-13,2,3
O=C(Cn1c(C(F)(F)F)nc2ccccc21)Oc1cccc(C(F)(F)F)c1,8,-11,8,3,-3,-10,-18,7,4,-16,2
COc1ccccc1N(CC(=O)N1CCCC1)S(=O)(=O)c1cc([N+](=O)[O-])ccc1Cl,10,4,5,10,-3,-1,20,-6,2,10,-9
CCOC(=O)C1CCN(C(=O)C23CC4CC(CC(C4)C2)C3)CC1,8,-23,14,0,-3,20,15,-6,-2,8,-1
Cc1cccnc1NC(=O)CNC(=O)C1CCCCC1,-2,2,4,0,0,-23,16,4,0,12,4
Cc1nn(C(=O)CN2C(=O)c3ccccc3C2=O)c(C)c1Br,-5,.,10,95*,5,9,2,-2,-3,-20,-5
COc1ccc(NC(=O)N2CCN(CCC#N)CC2)cc1,0,1,-21,2,15,-6,10,-6,2,3,3
O=C(CCc1ccccc1)NN1C(=O)C2C3C=CC(C3)C2C1=O (stereo unspecified),15,1,6,-12,1,-4,24,2,6,-6,-7
Cc1cc(C)n(C(=O)c2ccc(S(=O)(=O)N3CCCC3)cc2)n1,-1,-16,-2,-21,-5,-8,9,-8,-13,-14,7
CCn1c(N)c(C(=O)NCCOC)sc1=S,-2,-11,2,19,2,1,8,-23,-10,7,14
COc1ccc(C(=O)NC(=S)NNC(=O)c2ccc(NC(=O)C(C)C)cc2)cc1,6,-5,7,-5,-1,14,19,12,-4,-6,-2
O=C(O)c1c(-c2ccccc2)cnc2ccccc12,11,2,-11,-1,-3,-4,-31,-4,-4,10,-12
COc1cc(CNn2c(C)n[nH]c2=S)cc(Cl)c1OCC(=O)NC(C)(C)C,-2,5,-4,-9,-1,11,-12,6,-9,20,5
O=C(Nc1cccc(NC(=O)c2cccnc2Cl)c1)c1ccco1,-3,-11,14,6,7,-8,13,19,-5,-32,-3
CS(=O)(=O)c1cccc(C(=O)Nc2cccc(S(=O)(=O)N3CCCC3)c2)c1,20,-3,-17,12,0,10,-10,24,-3,6,-1
CC1CN(C(NC(=O)c2ccccc2)C(Cl)(Cl)Cl)CC(C)O1 (stereo unspecified),-4,-7,7,-4,-1,3,3,-1,0,-2,-10
CCOC(=O)N=Nc1c(O)n(CC(=O)OC)c2ccccc12,2,1,-17,22,-5,-1,2,-1,-2,4,-10
CCOC(=O)c1c(C)n(C)c2ccc(O)c(S(=O)(=O)c3ccccc3)c12,.,5,12,4,-5,-1,23,-13,3,.,0
CCOC(=O)N1CCC(N2C(=O)c3ccccc3C2Nc2ccccc2)CC1 (stereo unspecified),8,-29,-7,1,-5,8,5,3,6,16,1
CC(C)CC(=O)NC(=S)NNC(=O)c1ccc(NC(=O)C2CCCCC2)cc1,9,1,-2,-6,8,-10,20,12,6,-4,-11
O=C(N/N=C/c1c(Cl)cccc1Cl)C(=O)NC1CC1,7,-4,7,13,-3,0,13,1,6,9,-6
N#CC1=C(N)OC2=C(CN(Cc3ccccc3)C/C2=C\c2cccnc2)C1c1cccnc1 (stereo unspecified),-13,15,-8,20,0,-4,19,-9,2,-18,-15

# An excerpt (hit frequency here may not be typical).
